Screens (PubChem BioAssay)
AGP1-GFP MLPCN – modulators of TOR pathway AGP1-GFP in S. cerevisiae; AID 2066; GFP response vs DMSO, % at 10 µM; 320,000 tested, 0.02% active; S. cerevisiae AGP1-GFP multiplex flow cytometry, 3 h; GFP as percent of DMSO wells;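 active = GFP response relative to DMSO above a set limit, near screen average plus 3 SD, cut at about 150% in these data; inconclusive = fewer than 70 cells counted for the yeast strain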;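 note: median GFP channel fluorescence of the gated AGP1 strain per well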
LAP4-GFP MLPCN – yeast TOR pathway LAP4-GFP modulation. S. cerevisiae LAP4-GFP multiplex, flow cytometry GFP, 3 h; median GFP as percent of DMSO wells. GFP response vs DMSO, % at 10 µM. 320,000 tested, 0.34% active. AID 2023;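 active = GFP response vs DMSO above a set limit, about the screen mean plus 3 SD, cut at about 150% in these data; inconclusive = under 70 cell events counted for the yeast strain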
GRK2 inh – blocks RNA aptamer binding to human GRK2. P25098. bead flow cytometry, FAM-aptamer displacement from GRK2. inhibition of aptamer binding, % at 10 µM. 330,000 tested, 0.59% active. AID 488847;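 active = inhibition of aptamer binding above 40%, roughly 3 SD of noise, on plates passing a quality check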;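 note: median bead fluorescence of bound FAM aptamer so fluorescent compounds give negative values; no value below 0 was filed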
MEP2-GFP yeast – modulators of TOR pathway MEP2-GFP in S. cerevisiae; S. cerevisiae MEP2-GFP strain, flow cytometry GFP, 3 h; 100% = DMSO control level; GFP response vs DMSO, % at 10 µM; 330,000 tested, 0.51% active;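 active = GFP response versus DMSO above a set limit, roughly screen mean plus 3 SD, cut at about 180% in these data; inconclusive = fewer than 70 cells counted for a yeast strain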;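 note: median GFP fluorescence of the barcode-gated MEP2-GFP cells per well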
Yeast superoxide – caloric restriction mimetics inhibiting age-related superoxide in yeast; S. cerevisiae aged cells, superoxide DHE fluorescence; active compounds read low; superoxide response (% of plate mean), % at 10 µM; 330,000 tested, 0.18% active; AID 2690;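 active = superoxide response under a set limit, about three screen SD below normal, cut at about 65% in these data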;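 note: yeast aged for seven days with compound at 30 °C before DHE staining; 100% = average MFI of all compound-treated wells on the plate with controls excluded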
RPL19A-GFP yeast – modulators of TOR pathway RPL19A-GFP in S. cerevisiae | percent response vs DMSO, % at 10 µM | AID 2025 | 330,000 tested, 0.3% active | S. cerevisiae RPL19A-GFP strain, flow cytometry, 3 h; active compounds read low;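 active = percent response vs DMSO below 50%; inconclusive = fewer than 70 events counted for the yeast strain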;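 note: median channel GFP fluorescence of the barcoded RPL19A-GFP strain; ratio of sample median GFP to plate DMSO average so 100% = DMSO; lower means less RPL19A-GFP as with rapamycin TOR inhibition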
CIT2 TOR yeast – alters CIT2-GFP fluorescence in TOR pathway yeast screen. S. cerevisiae CIT2-GFP strain, flow cytometry, 3 h; 100 means same as DMSO wells. GFP response vs DMSO, % at 10 µM. 320,000 tested, 0.065% active;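 active = GFP response relative to DMSO above a set limit, near the screen mean plus 3 SD, cut at about 150% in these data; inconclusive = Fewer than 70 cells measured for a yeast strain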;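 note: ratio of well median GFP fluorescence to mean of DMSO wells on the plate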
VLA-4 inh – inhibition in a human VLA-4 binding assay | 330,000 tested, 0.2% active | VLA-4 expressing cells, ligand binding flow cytometry | inhibition, % (about 7 µM as worked out from the volumes in the protocol) | P13612; in the data active = inhibition above about 50%
Target sequence (P13612 whole entry, looked up): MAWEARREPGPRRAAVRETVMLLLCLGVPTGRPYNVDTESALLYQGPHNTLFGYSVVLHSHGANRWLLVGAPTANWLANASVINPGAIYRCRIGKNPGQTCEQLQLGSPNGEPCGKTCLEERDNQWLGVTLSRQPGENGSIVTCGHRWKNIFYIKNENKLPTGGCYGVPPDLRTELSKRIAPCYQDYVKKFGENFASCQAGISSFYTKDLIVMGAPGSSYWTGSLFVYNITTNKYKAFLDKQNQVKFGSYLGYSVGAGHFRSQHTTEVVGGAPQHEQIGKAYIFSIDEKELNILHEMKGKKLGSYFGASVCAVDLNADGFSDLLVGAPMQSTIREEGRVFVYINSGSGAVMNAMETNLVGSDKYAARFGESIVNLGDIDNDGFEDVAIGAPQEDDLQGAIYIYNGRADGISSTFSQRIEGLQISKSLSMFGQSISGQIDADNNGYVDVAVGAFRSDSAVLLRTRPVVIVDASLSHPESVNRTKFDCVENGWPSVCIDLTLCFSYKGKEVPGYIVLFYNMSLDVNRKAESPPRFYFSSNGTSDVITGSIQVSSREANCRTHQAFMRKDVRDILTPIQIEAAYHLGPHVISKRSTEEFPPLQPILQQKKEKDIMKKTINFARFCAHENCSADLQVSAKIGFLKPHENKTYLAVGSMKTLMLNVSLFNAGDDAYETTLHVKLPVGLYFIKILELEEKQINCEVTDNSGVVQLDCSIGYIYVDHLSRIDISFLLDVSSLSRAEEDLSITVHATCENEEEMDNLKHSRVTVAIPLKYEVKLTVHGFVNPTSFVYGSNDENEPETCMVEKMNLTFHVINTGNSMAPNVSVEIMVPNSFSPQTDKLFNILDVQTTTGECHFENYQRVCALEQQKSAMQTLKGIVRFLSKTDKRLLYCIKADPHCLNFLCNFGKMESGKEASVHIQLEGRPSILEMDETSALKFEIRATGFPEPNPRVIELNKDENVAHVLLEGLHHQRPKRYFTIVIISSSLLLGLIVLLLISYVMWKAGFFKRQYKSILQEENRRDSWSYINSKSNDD
* marks the source's active call; other numbers are inactive results; ? = inconclusive; . = not tested or not shown; & = joins results of further samples; [ ] = remark or other dose.

SMILES | AGP1-GFP MLPCN | LAP4-GFP MLPCN | GRK2 inh | MEP2-GFP yeast | Yeast superoxide | RPL19A-GFP yeast | CIT2 TOR yeast | VLA-4 inh
CC(=O)OC1C2CCC1C([N+]1(C)CCCCC1)CC2 (stereo not drawn) | 98 | 98 | 0 | 94 | 120 | 98 | 95 | -7
Cn1c(N)c(C(=O)CSc2nc(N)cc(=O)[nH]2)c(=O)n(C)c1=O | 90 | 92 | 0 | 96 | 104 | 97 | . | 3
Cc1ccsc1/C=N/NC(=O)c1cccs1 | 99 | 103 | 1 | 124 | 86 | 108 | 107 | 23
Cc1[nH]nc2c1C(c1ccc(O)cc1)C1=C(CC(C)(C)CC1=O)N2 (stereo not drawn) | 86 | 86 | 3 | 100 | 104 | 88 | . | 1
O=C(Oc1ccccc1)c1cc2ccccc2o1 | 109 | 125 | 0 | 119 | 103 | 105 | 105 | 15
CCOc1ccc(S(=O)(=O)n2ccnc2)c2ccccc12 | 105 | 99 | 0 | 97 | 93 | 102 | 95 | -7
CCN(C(=O)COC(=O)C(Cc1ccccc1)N1C(=O)c2ccccc2C1=O)C1CCS(=O)(=O)C1 (stereo not drawn) | 109 | 100 | 3 | 102 | 108 | 102 | 109 | 2
COCCNC(=S)N/N=C(\C)c1ccc(Cl)c(Cl)c1 | 91 | 94 | 1 | 97 | 114 | 94 | 90 | 4
CC1=CC(C)=Nc2ccc(C)cc2N1 | 102&111 | 104&112 | 2&2 | 103&108 | 105&92 | 100&108 | 105&116 | 5&-9
CN(Cc1nc2ccccc2c(=O)[nH]1)C(=O)c1cc2c(s1)CCCCC2 | 106 | 104 | 3 | 102 | 105 | 99 | 104 | -16
Cc1cc([N+](=O)[O-])nn1CCCC(=O)Nc1cccnc1Cl | 86 | 95 | 3 | 94 | 96 | 97 | 94 | -1
CCCCn1c(N)c(N(CC(C)C)C(=O)CCCc2nc3ccccc3c(=O)[nH]2)c(=O)[nH]c1=O | 97 | 100 | 2 | 88 | 99 | 91 | 94 | 0
COc1ccccc1NC(=O)C1=C(C)Nc2nc(-c3cccs3)nn2C1c1cccc(O)c1 (stereo not drawn) | 110 | 103 | 1 | 103 | 95 | 103 | 110 | 1
COc1ccc(CCNC(=O)CNCCc2ccc(F)cc2)cc1 | 93 | 86 | 0 | 89 | 95 | 91 | 95 | 2
CCOC(=O)Cn1c(O)c(N=NC(=O)OC)c2ccccc21 | 106 | 107 | 2 | 98 | 98 | 96 | 97 | 1
COc1cc(OC)c(C2=NOC(C(=O)Nc3cc(C)nn3-c3ccccc3)C2)cc1Cl (stereo not drawn) | 101 | 97 | 0 | 103 | 82 | 96 | 100 | 5
CSc1nnc(-c2ccc(O)cc2)n1C | 112 | 97 | 0 | 107 | 106 | 108 | . | 0
CC(=O)Oc1ccc2c(C)c(CC(C)O)c(=O)oc2c1 (stereo not drawn) | 106 | 104 | 2 | 104 | 115 | 100 | 102 | 25
Cc1ccc(CS(=O)Cc2ccc(C(=O)N3CCOCC3)o2)cc1 (stereo not drawn) | 103 | 103 | 1 | 99 | 106 | 98 | 101 | 26
C/C(=N\NC(=O)c1cccc(S(=O)(=O)N2CCCC2)c1)c1ccncc1 | 104 | 100 | 2 | 104 | 95 | 97 | 96 | -18
CCOc1ccccc1OCC(=O)Oc1ccc(C)c(C)c1 | 97 | 95 | 3 | 113 | 90 | 105 | 104 | 8
CCOC(=O)/C(C#N)=N\Nc1cc(Cl)ccc1OC | 108 | 115 | 0 | 113 | 87 | 105 | 103 | -4
CCn1c(=O)c(C(=O)NCCc2ccccc2)c(O)c2ccccc21 | 103 | 114 | 0 | 95 | 100 | 98 | 101 | 0
Nc1cc(=O)n(Cc2ccccc2)c(=O)n1-c1ccc(Cl)cc1 | 109 | 113 | 1 | 99 | 111 | 97 | 102 | 5
COc1ccccc1-c1cc(C(=O)NC2CCCC2)no1 | 95 | 107 | 1 | 104 | 89 | 99 | 95 | 7
COc1ccc(S(=O)(=O)N2CCOCC2)cc1NC(=O)c1ccc2c(c1)OCO2 | 88 | 84 | 2 | 86 | 113 | 86 | 87 | 6
Cc1c(C(=O)N2CCN(Cc3ccccc3)CC2)sc2ncnc(N3CCOCC3)c12 | 96 | 96 | 1 | 98 | 102 | 92 | 95 | 7
O=C(/C=C/c1ccc2c(c1)OCO2)Nc1nc(-c2ccc(F)cc2)cs1 | 110 | 99 | 0 | 107 | 105 | 110 | 105 | 13
CCCCNC(=O)CN(C1CCCCC1)S(C)(=O)=O | 100 | 96 | 2 | 96 | 97 | 101 | 104 | 3
CCn1cc([N+](=O)[O-])c(C(=O)Nc2ccn(C34CC5CC(CC(C5)C3)C4)n2)n1 | 101 | 93 | 2 | 98 | 119 | 105 | 100 | 27
Cn1c(=O)[nH]c(=O)c2c1nc(Br)n2Cc1cccc(Br)c1 | 108 | 87 | 0 | 105 | 100 | 104 | 105 | 0
Oc1c(Br)cc(Br)cc1C=Nc1ccc2c(c1)OCO2 | 87 | 152* | 3 | 96 | 76 | 91 | 97 | -12
CN(C(=O)CSc1nnc(-c2ccncc2)n1C)C1CCS(=O)(=O)C1 (stereo not drawn) | 100 | 94 | 1 | 105 | 110 | 99 | 102 | -6
Cc1nn(-c2ccccc2)c(Cl)c1/C=N/NC(=O)c1cccnc1 | 94 | 89 | 0 | 102 | 108 | 98 | 87 | 0
Cc1cccc(N2CCN(C(=O)CCS(=O)(=O)c3ccc4c(c3)NC(=O)C(C)S4)CC2)c1C (stereo not drawn) | 93 | 95 | 0 | 98 | 100 | 101 | 96 | -6
COc1cccc(-c2ncc3ccccc3c2COC(=O)c2ccc(Br)cc2)c1 | 95 | 112 | 4 | 85 | 103 | 93 | 84 | -1
N#CCSc1nnc(SCC#N)s1 | 107 | 108 | 1 | 96 | 105 | 97 | 100 | 26
Nc1cc(N)nc(SCC(=O)NCCC2=CCCCC2)n1 | 107 | 98 | 1 | 95 | 97 | 97 | 98 | 13
COC(=O)c1cc(C)sc1NC(=O)C1C2C=CC(CC2)C1C(=O)O (stereo not drawn) | 96 | 88 | 0 | 98 | 98 | 105 | 95 | 9
COC(=O)C1CCN(C(=O)C2CCN(C(=O)[C@@H](NS(=O)(=O)c3ccc(C)cc3)C(C)C)CC2)CC1 | 103 | 100 | 0 | 103 | 114 | 100 | 99 | -13
CN1CC(c2ccccc2)C(c2ccc(Cl)cc2)=N1 (stereo not drawn) | 90 | 93 | 1 | 101 | 100 | 100 | 91 | -13
Cc1ccc(NC(=O)c2ccc3nc(N4CCOCC4)sc3c2)c(Cl)c1 | 103 | 101 | 0 | 97 | 105 | 96 | 98 | 41
Cc1cc(Cl)c(OCCN2C(=O)NC(C)(C)C2=O)c(Br)c1 | 100 | 90 | 0 | 99 | 103 | 98 | 88 | 26
CCC(C)NCCOCCSc1ccc(Cl)cc1 (stereo not drawn) | 98 | 92 | 0 | 111 | 93 | 97 | 100 | 4
COc1cccc(/C=C2\SC(=S)N(N3CCOCC3)C2=O)c1OC | 91 | 98 | 0 | 106 | 107 | 99 | 92 | 10
O=C(COc1ncnc2ccccc12)NC1CCCCC1 | 106 | 100 | 4 | 102 | 87 | 101 | 96 | 11
CNC(=O)CN1C(=O)CSc2ncccc21 | 107 | 100 | 3 | 103 | 104 | 98 | 103 | 31
Nc1nnc(SCCOc2ccc(Br)cc2)s1 | 103 | 103 | 0 | 105 | 106 | 111 | 100 | 11
CSCCC(NC(=O)c1ccccc1Br)C(=O)NCC1CCCCC1 (stereo not drawn) | 122 | 112 | 0 | 108 | 113 | 137 | 118 | 8
OCCCNc1nc(-c2ccc(Br)cc2)nnc1-c1ccc(Cl)cc1 | 101 | 116 | 0 | 106 | 115 | 92 | 91 | 30
O=C(Nc1ccc(Nc2ccccc2)cc1)c1ccc(Cl)cc1[N+](=O)[O-] | 104 | 108 | 1 | 98 | 99 | 99 | 97 | 7
CC(C)CCNc1c(-c2cccs2)nc2ccccn12 | 104 | 100 | 0 | 105 | 101 | 99 | 98 | -18
CN(Cc1nc2ccccc2c(=O)[nH]1)C(=O)c1cccc(S(=O)(=O)N2CCc3ccccc32)c1 | 99 | 93 | 0 | 100 | 100 | 98 | 99 | -7
COc1ccccc1N1C(=O)c2cccnc2C1=O | 99 | 101 | 2 | 102 | 88 | 102 | 96 | -2
CCC(C)N(C)C1CCN(C(=S)Nc2ccc(OC)cc2)CC1 (stereo not drawn) | 103 | 106 | 11 | 99 | 90 | 100 | 106 | -8
Cc1nc2ccccc2nc1NS(=O)(=O)c1ccc(N)cc1 | 90 | 101 | 0 | 100 | 87 | 97 | 96 | 1
Cc1ccc2c(c1)nnn2C1CCN(CC(=O)NCCc2ccccc2)CC1 | 73 | 91 | 1 | 93 | 93 | 106 | 64 | 18
Cc1ncc(CO)c(/C=N/NC(=O)c2cc3c(s2)CCCC3)c1O | 107 | 104 | 0 | 113 | 103 | 103 | 105 | 1
CC(=O)Oc1c(C)c(C)c2c(c1C)CC[C@@](C)(CCC[C@H](C)CCC[C@H](C)CCCC(C)C)O2 | 79 | 112 | 0 | 81 | 107 | 86 | 76 | 36
CCc1ccc(OCC(=O)NNC(=O)c2cnccn2)c(Br)c1 | 85 | 132 | 0 | 108 | 109 | 92 | . | 2

Two of the compounds above, as tab-separated lines.
molecule	AGP1-GFP MLPCN	LAP4-GFP MLPCN	GRK2 inh	MEP2-GFP yeast	Yeast superoxide	RPL19A-GFP yeast	CIT2 TOR yeast	VLA-4 inh
COC(=O)C1CCN(C(=O)C2CCN(C(=O)[C@@H](NS(=O)(=O)c3ccc(C)cc3)C(C)C)CC2)CC1	103	100	0	103	114	100	99	-13
CN1CC(c2ccccc2)C(c2ccc(Cl)cc2)=N1 (stereo not drawn)	90	93	1	101	100	100	91	-13

The list continues.
SMILES | AGP1-GFP MLPCN | LAP4-GFP MLPCN | GRK2 inh | MEP2-GFP yeast | Yeast superoxide | RPL19A-GFP yeast | CIT2 TOR yeast | VLA-4 inh
Cc1cc(NC(=O)CCC(=O)N(c2ccccc2)C(C(=O)NC2CCCC2)c2ccccc2F)no1 (stereo not drawn) | 114 | 99 | 0 | 102 | 94 | 103 | 111 | 6
COc1ccccc1C(=O)N/N=C(\C)c1ccc(NC(=O)Cc2ccccc2)cc1 | 101 | 101 | 0 | 115 | 94 | 103 | . | -12
CCCCCCCn1c(=N)n(CC(=O)c2ccco2)c2ccccc21 | 105 | 106 | 2 | 106 | 98 | 103 | 101 | -1
CCCCN=c1scc(-c2ccc3c(c2)NC(=O)CO3)n1N=C1CCCC1 | 94 | 84 | 0 | 97 | 98 | 96 | 98 | -11
C[C@H]1CN=C(N(C)C)N1CC1CCC(C(C)(C)C)CC1 (stereo partly drawn) | 92 | 105 | 1 | 90 | 102 | 104 | 110 | 13
CCN(CC(=O)Nc1c(F)cccc1F)C(=O)c1ccc(=O)n(Cc2ccccc2)n1 | 107[may fluoresce green] | 100[may fluoresce green] | 1 | 102[may fluoresce green] | 103 | 103[may fluoresce green] | 114[may fluoresce green] | -5
COc1ccccc1N1CCN(C(=O)c2cc(=O)c3c(C)cc(C)cc3o2)CC1 | ? | ? | 27 | ? | 103 | 40*[may fluoresce violet] | ? | -1
CCOc1ccc(Nc2nc(N3CCCCC3)nc(N3CCCCC3)n2)cc1 | 95 | 97 | 4 | 99 | 109 | 100 | 97 | 25
Fc1ccc(/C=N/N2CCCCC2)c(F)c1 | 101 | 98 | 11 | 98 | 99 | 105 | 105 | -6
O=c1[nH]c2ccccc2c2cn(-c3ccccc3)nc12 | 94 | 103 | 4 | 107 | 116 | 101 | 107 | -3
O=c1cc(-c2ccsc2)oc2ccccc12 | 89 | 124 | 1 | 116 | 96 | 98 | 93 | -5
